# Wnt act = Wnt/beta-catenin pathway activators, primary screen, cell-based, plate reader, single point | Wnt/beta-catenin reporter cell assay, activator | activation, % at 9.35 µM | actives 1.2% (n = 300,000); in the data active = activation above about 30%, passing the limit was not always enough;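 also: 0% = neutral control wells and 100% = positive control wells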
# V-ATPase pHluor = regulators of yeast V-ATPase proton pumping, primary screen, pHLuorin cytosolic pH fluorescence; AID 504577, 2011; S. cerevisiae; actives 0.37% (n = 350,000); response, % at 10 µM; in the data active = response mostly above about 7.3%, no sharp cut-off; inactive = mostly below about 5.4%; also: actives read high; inactives centre near 0; some compounds called inactive have numbers as strong as hits; reference of the scale not given here
# MITF act = activators of MITF-driven TRPM1 promoter reporter, primary screen, cell-based, SK-MEL-5, luciferase, single point; SK-MEL-5 TRPM1-promoter luciferase, 24 h; % of positive control, neutral wells = 0; activation, % at 12.5 µM; actives 0.75% (n = 300,000);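 active = mean activation of at least 80% with every replicate also reaching 80%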;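 also: 0% = neutral control wells and 100% = parthenolide positive control wells; values of inactives mirror those of a sister screen read the other way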
# PvdQ acylase = P. aeruginosa PvdQ acylase inhibitors, primary screen, biochemical, fluorescence, plate reader and imaging, single point; PvdQ acylase [Pseudomonas aeruginosa LESB58]; purified PvdQ acylase; inhibition, % at 10 µM; actives 0.063% (n = 340,000); AID 488965, 2010; in the data active = inhibition above about 30%, passing the limit was not always enough;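 also: 0% = vehicle neutral wells and 100% = reference inhibitor wells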
# NSD2 inh = NSD2 histone methyltransferase inhibitors, primary screen, biochemical, AlphaScreen, single concentration, set 2; Histone-lysine N-methyltransferase NSD2 (Homo sapiens), O96028; NSD2 peptide methylation, 120 min; actives 0.54% (n = 310,000); AID 743445, 2014; inhibition, % at 12.5 µM; in the data active = inhibition above about 50%
# CDK5 p35 inh = inhibitors of human CDK5/p35 kinase, primary screen, biochemical, single concentration; AID 488839, 2010; Recombinant CDK5/p35, ADP-Glo luminescence, 60 min; actives 0.01% (n = 330,000); inhibition, % at 10 µM;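 active = highest replicate inhibition of at least 50% and at least 75% of replicates reaching 50%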;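 also: plate controls were DMSO neutral control for no effect and GW8510 at 10 µM for full effect; many of its hits are not listed in these tables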
# SR-BI HDL uptake = inhibitors of SR-BI mediated HDL lipid uptake, primary screen, ldlA[mSR-BI] cells, fluorescence, single point. inhibition, % at 12.5 µM. ldlA[mSR-BI] CHO cells, DiI-HDL uptake fluorescence, 3 h. actives 0.96% (n = 320,000);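 active = mean replicate inhibition of at least 70% and a set share of replicates each scoring 70 or more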;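 also: 0% = median of neutral control wells and 100% = median of positive control wells; values of inactives mirror those of a sister screen read the other way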
# HTR5A ag = HTR5A agonists in luminescence cell assay, primary screen, counter-screen for OPRM1-OPRD1 heterodimer agonist project, full-deck HTS; 5-hydroxytryptamine receptor 5A (Homo sapiens), P47898; cell-based; activation, % at 9.3 µM; actives 0.61% (n = 340,000); AID 504692, 2011; in the data active = activation mostly above about 9.5%, no sharp cut-off; inactive = mostly below about 7.6%;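 also: 0% = cells with vehicle only and 100% = reference agonist; strong numbers were not always called active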
# HTR5A inv ctr = HTR5A inverse agonists in luminescence cell assay, primary screen, counter-screen for OPRM1-OPRD1 heterodimer inverse agonist project, full-deck HTS | inhibition, % at 9.3 µM | 5-hydroxytryptamine receptor 5A (Homo sapiens), P47898 | HTR5A cell line, inverse agonism | actives 0.083% (n = 340,000); in the data active = inhibition mostly above about 23%, no sharp cut-off; inactive = mostly below about 18%;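 also: 0% = cells with DMSO and 100% = no-cell wells with DMSO; some compounds called inactive have numbers as strong as hits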
# dFosB act = activators of delta FosB homodimer, primary screen, biochemical, fluorescence polarization, TAMRA-CDK5 oligo, single point; Protein FosB (Mus musculus), P13346; purified delta FosB; percent of positive-control signal above neutral wells; activation, % at 25 µM; actives 0.99% (n = 340,000);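 active = mean activation above about 17%, with every replicate also reaching it, limit read from the data, passing the limit was not always enough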;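 also: fluorescence polarization rise as delta FosB binds a TAMRA Cdk5 AP-1 oligo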
# Active calls of the source: *; . = no result given.
[1] COc1ccc(NC(=O)CSCC(=O)OCc2cccc(OC)c2OC)cc1
[2] O=C(NCc1ccccc1Br)c1cccc2c1C(=O)c1ccc(N3CCC(Cc4ccccc4)CC3)cc1S2(=O)=O
[3] Cc1noc(C)c1C(=O)NCCCc1ccccc1
[4] CCC(C(=O)OC)n1cnc2scc(-c3ccc(C)c(C)c3)c2c1=O (centres undefined)
[5] COc1ccccc1OC(C)C(=O)Nc1ccccc1C(=O)NCC1CCCO1 (centres undefined)
[6] CCOc1cc(N2CCOCC2)c(OCC)cc1NC(=O)C(NC(=O)c1ccco1)C(C)C (centres undefined)
[7] Nc1c(Cl)ncnc1N/N=C/c1cccnc1
[8] Cc1cccc(COCC(Cc2ccccc2)N2CCN(C(=O)c3cccc(Cl)c3)CCC2=O)c1 (centres undefined)

Compound	1	2	3	4	5	6	7	8
Wnt act	-2	.	.	-1	-1	.	1	-4
V-ATPase pHluor	-3	6	3	2	-2	0	-4	-2
MITF act	2	-2	-9	.	0	-2	12	13
PvdQ acylase	2	1	1	-11	-22	2	12	7
NSD2 inh	-21	.	-10	-3	1	23	-1	.
CDK5 p35 inh	-0.9	-0.1	-0.5	-0.6	-1.2	0.4	2.6	0.6
SR-BI HDL uptake	3	-18	0	29	.	7	-18	11
HTR5A ag	3	-5	1	-2	0	3	4	17
HTR5A inv ctr	-9	-21	-29	7	-7	-12	-10	-51
dFosB act	3	-2	5	-10	-1	0	-1	-8

[9] N#Cc1cc2cc3c(cc2nc1SCC(=O)N1CCOCC1)OCCO3
[10] CCCCCC(=O)Nc1ccc(-c2csc(C)n2)cc1
[11] Cc1noc(NS(=O)(=O)c2ccc(NC(=O)CSc3nnc(-c4ccccc4)n3C3CCCCC3)cc2)c1C
[12] C/C(=N/Nc1nc(-c2ccccc2)cc(-c2ccc(F)cc2)n1)c1cccc(N)c1
[13] CC(C)Cn1c(N)c(C(=O)CSc2n[nH]c(N)n2)c(=O)n(C)c1=O
[14] Cc1nc2ccccc2nc(C)c1=NO
[15] Cc1ccc(NC(=O)c2c(C(=O)Nc3ccccc3)sc3nc(C)cc(=O)n23)cc1
[16] COc1ccc(S(=O)(=O)N(C)C[C@H]2Oc3c(NC(=O)Nc4ccc5c(c4)OCO5)cccc3C(=O)N([C@H](C)CO)C[C@@H]2C)cc1

Compound	9	10	11	12	13	14	15	16
Wnt act	15	7	-3	1	-3	.	-1	1
V-ATPase pHluor	-2	0	1	-5	5	2	1	-3
MITF act	-29	19	3	25	-2	-4	5	11
PvdQ acylase	-3	-8	-20	-5	-6	-5	5	-8
NSD2 inh	-5	-3	11	3	0	-5	0	.
CDK5 p35 inh	-0.3	-0.1	0.4	0.7	1.0	-6.0	1.9	-1.2
SR-BI HDL uptake	.	-3	-14	70	-15	-10	39	17
HTR5A ag	2	-3	-1	-10	2	0	7	-1
HTR5A inv ctr	-2	8	-27	29	-5	-31	13	8
dFosB act	-7	-7	-11	-12	-7	1	32*	-20

[17] COc1ccccc1/C=C1\CCCC2=C1Nc1nnnn1C2c1ccccc1OC (centres undefined)
[18] Cc1ccc2nc(SCC(=O)Nc3ccc(Cl)cc3)nc(=O)n2c1
[19] CCOC(=O)c1[nH]cnc1C(=O)Nc1ccccn1
[20] Cc1nc2ccccc2c(-c2ccccc2)c1CC(=O)O
[21] O=C(CCN1C(=O)/C(=C/c2cccs2)SC1=S)Nc1ccc(C(=O)O)cc1
[22] Cc1ccc(Nc2nc(N)nc(CSc3nncn3C)n2)cc1
[23] COC(=O)c1ccccc1NS(=O)(=O)c1ccc2c3c(cccc13)C(=O)N2
[24] O=C(NNC(=O)c1ccc2ccccc2c1O)NC1CCCCC1

Compound	17	18	19	20	21	22	23	24
Wnt act	.	0	.	.	2	.	-8	2
V-ATPase pHluor	1	2	4	3	-1	-2	-1	5
MITF act	-48	8	-4	11	-6	26	-9	-5
PvdQ acylase	-7	-13	-1	-8	11	-13	-1	5
NSD2 inh	-1	1	-1	-2	3	0	-9	2
CDK5 p35 inh	-1.6	0.5	-2.0	0.8	0.7	2.0	1.0	0.8
SR-BI HDL uptake	3	67	6	-31	6	-3	4	90*
HTR5A ag	0	6	7	4	0	2	9	-1
HTR5A inv ctr	22	-17	-18	-12	-1	-9	-6	1
dFosB act	-11	-4	-18	3	-1	1	-10	0

[25] CCCNC(=O)CCn1nc(-c2ccc(C)cc2)c2ccccc2c1=O
[26] CCC(C)N(C(=O)COC(=O)c1cc([N+](=O)[O-])ccc1N)C1CCS(=O)(=O)C1 (centres undefined)
[27] O=C(CCCOc1ccccc1)OCn1nnc2ccccc2c1=O
[28] CN(C)S(=O)(=O)N1CCC(Oc2ccc(C(=O)NCCc3cscn3)cc2)CC1
[29] COc1cc(/C=C/C(=O)OCC(=O)Nc2nnc(-c3ccccc3)o2)cc(OC)c1OC
[30] CCCCN(C)C(=O)C(Cc1ccccc1)NS(=O)(=O)c1ccc2c(c1)CCC(=O)N2 (centres undefined)
[31] N#C/C(=C\c1cccc([N+](=O)[O-])c1)C(=O)NCC1CCCO1 (centres undefined)
[32] O=CNCCc1nc2ccccc2n1CCc1ccccc1

Compound	25	26	27	28	29	30	31	32
Wnt act	-1	-2	-2	-1	-3	-3	2	-1
V-ATPase pHluor	3	-1	-1	-2	-2	3	-1	-2
MITF act	1	-7	2	-4	6	-10	-11	.
PvdQ acylase	-15	-3	-10	-18	4	-13	-1	-12
NSD2 inh	1	4	-1	-2	0	.	6	-1
CDK5 p35 inh	1.4	-2.5	-3.0	0.0	-0.6	-0.4	-2.6	2.6
SR-BI HDL uptake	45	1	-21	2	-33	5	-25	.
HTR5A ag	0	1	-1	4	-5	-1	-3	-4
HTR5A inv ctr	-1	-2	2	-17	14	4	7	-9
dFosB act	-11	3	-3	0	3	-8	-3	0

# Three compounds drawn at random from the list so far:
[17] COc1ccccc1/C=C1\CCCC2=C1Nc1nnnn1C2c1ccccc1OC (centres undefined)
[32] O=CNCCc1nc2ccccc2n1CCc1ccccc1
[14] Cc1nc2ccccc2nc(C)c1=NO

Compound	17	32	14
Wnt act	.	-1	.
V-ATPase pHluor	1	-2	2
MITF act	-48	.	-4
PvdQ acylase	-7	-12	-5
NSD2 inh	-1	-1	-5
CDK5 p35 inh	-1.6	2.6	-6.0
SR-BI HDL uptake	3	.	-10
HTR5A ag	0	-4	0
HTR5A inv ctr	22	-9	-31
dFosB act	-11	0	1

# (continued)
[33] Cc1nonc1C(=O)N/N=C/c1ccncc1
[34] COC(=O)c1cncc(O)c1
[35] Cn1cncc1C#Cc1ccc2cc(C(C)(C)O)oc(=O)c2c1
[36] Cc1cccc([C@@H]2[C@@H]3C(=O)N(Cc4ccccc4)C(=O)[C@@H]3[C@]3(C)C(=O)N(c4ccc(Br)cc4)C(=O)N23)c1
[37] COc1ccc(CCNc2oc(-c3ccc(OC)c(OC)c3)nc2C#N)cc1
[38] O=[N+]([O-])c1ccc(/C=N/NC2=NS(=O)(=O)c3ccccc32)cc1
[39] NC(=O)CSc1nnc2n(-c3ccccc3)c(=O)c3c4c(sc3n12)CCCCC4
[40] COc1ccc(CC(=O)NC2CCCc3ccccc32)cc1 (centres undefined)

Compound	33	34	35	36	37	38	39	40
Wnt act	.	.	3	.	.	0	.	-2
V-ATPase pHluor	0	4	1	-3	-4	3	2	1
MITF act	-3	-1	19	6	5	-4	3	1
PvdQ acylase	-5	-18	-10	-12	-1	-7	-25	-12
NSD2 inh	-2	0	.	.	2	0	0	-5
CDK5 p35 inh	2.0	-0.6	0.0	-0.8	-1.5	1.2	-2.4	-0.2
SR-BI HDL uptake	-35	-5	4	6	31	-24	-8	-16
HTR5A ag	-4	-9	4	6	4	-5	5	-3
HTR5A inv ctr	12	-22	-25	-15	19	14	6	7
dFosB act	3	-5	-8	-12	-11	-7	-9	-7

# Screen by screen, from the results shown.
# PvdQ acylase, nos. 33–39 → -5, -18, -10, -12, -1, -7, -25

# Other results.
[41] COc1cccc(C(=O)NC2CCCc3c2cnn3-c2cc(C)cc(C)c2)c1 (centres undefined)
[42] Cc1noc(C)c1NC(=O)Nc1ccc2c(c1)C(=O)N([C@H](C)CO)C[C@H](C)[C@@H](CN(C)C(=O)Nc1c(C)noc1C)O2
[43] NS(=O)(=O)c1ccc(CNC(=O)c2cnccn2)cc1
[44] CCCCC1=CC2=CC(=O)C(C)(OC(=O)CC)C(=O)C2=CN1Cc1ccc(OC)cc1 (centres undefined)
[45] CCCCn1c(-c2c(Cl)c(C)nn2C)n[nH]c1=S
[46] CCc1noc(C)c1C(=O)N1CCN(S(=O)(=O)c2cccs2)CC1
[47] Cc1ccc2nc(C)c(C(=O)N/N=C/c3cccs3)cc2c1
[48] CC(=O)N1CCC(N(CCN2CCOCC2)C(=S)Nc2ccc(C)cc2C)CC1

Compound	41	42	43	44	45	46	47	48
Wnt act	-3	1	20	-2	0	-2	0	0
V-ATPase pHluor	-2	-1	-6	-5	-1	7.1*	0	9
MITF act	-8	20	23	-17	1	0	6	-9
PvdQ acylase	4	-3	6	0	-12	-13	-11	0
NSD2 inh	1	.	-3	.	2	-3	-5	-5
CDK5 p35 inh	-0.5	12	2.5	1.1	0.1	-0.2	1.9	-0.7
SR-BI HDL uptake	13	-2	-17	2	-3	6	-24	.
HTR5A ag	-3	6	2	-1	-4	-1	-2	-1
HTR5A inv ctr	10	-1	17	-31	9	2	11	11
dFosB act	-12	-5	2	-3	-1	9	-11	-11

[49] CCOC(=O)N1N=C(C)CC1(O)c1ccc(Cl)cc1 (centres undefined)
[50] Cc1ccc(-c2onc3ccc(Br)cc23)cc1
[51] CC(=O)Nc1ccc(NC(=O)C(C)OC(=O)C2(c3ccc(Cl)cc3)CCCC2)cc1 (centres undefined)
[52] CCOc1cccc(C2/C(=C(/O)c3ccc4c(c3)CC(C)O4)C(=O)C(=O)N2CCN2CCOCC2)c1 (centres undefined)
[53] c1ccc2c(c1)CCN(c1nc3cc4c(cc3s1)OCO4)C2
[54] Cc1cc(C)c(NC(=S)NCC2CCN(C(C)c3ccccc3)C2)c(C)c1 (centres undefined)

Compound	49	50	51	52	53	54
Wnt act	-1	0	0	0	.	3
V-ATPase pHluor	-2	3	-3	-1	-1	8
MITF act	-5	22	-12	-2	.	-6
PvdQ acylase	6	-4	2	-4	-11	-21
NSD2 inh	-1	32	0	3	1	.
CDK5 p35 inh	1.2	0.6	-2.2	-0.9	0.9	-1.0
SR-BI HDL uptake	1	-9	9	-4	-5	0
HTR5A ag	9	3	-2	-1	3	1
HTR5A inv ctr	-25	-12	6	-9	-19	-9
dFosB act	-5	-9	-4	-11	-8	-4

# SR-BI HDL uptake, entries above that show a hit
item | molecule | Wnt act | V-ATPase pHluor | MITF act | PvdQ acylase | NSD2 inh | CDK5 p35 inh | SR-BI HDL uptake | dFosB act
24 | O=C(NNC(=O)c1ccc2ccccc2c1O)NC1CCCCC1 | 2 | 5 | -5 | 5 | 2 | 0.8 | 90* | 0

# Assay outcomes from PubChem BioAssay.
